Source: PubChem BioAssay
CHO-K1 Ca antag – nonselective inhibitor or artifact in parental CHO-K1 cells. ATP-induced calcium, Fluo-8 fluorescence. inhibition, % at 3 µM. 360,000 tested, 0.6% active. AID 602250;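 active = inhibition above a per-plate cutoff, the plate's mean sample inhibition plus 3 SD, cut at about 24% in these data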;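 also: 0% = DMSO plus EC80 ATP and 100% = DMSO alone without ATP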
TAAR1 ag – human TAAR1 agonism; Q96RJ0; CHO RD-HGA16 TAAR1, Fluo-8 calcium fluorescence; vehicle wells 0%, saturating PEA agonist 100%; activation, % at 3 µM; 360,000 tested, 0.99% active; AID 624467;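 active = activation above the mean activation of all test compounds in the run plus 3 SD, cut at about 38% in these data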
Target sequence (Q96RJ0 whole entry, looked up): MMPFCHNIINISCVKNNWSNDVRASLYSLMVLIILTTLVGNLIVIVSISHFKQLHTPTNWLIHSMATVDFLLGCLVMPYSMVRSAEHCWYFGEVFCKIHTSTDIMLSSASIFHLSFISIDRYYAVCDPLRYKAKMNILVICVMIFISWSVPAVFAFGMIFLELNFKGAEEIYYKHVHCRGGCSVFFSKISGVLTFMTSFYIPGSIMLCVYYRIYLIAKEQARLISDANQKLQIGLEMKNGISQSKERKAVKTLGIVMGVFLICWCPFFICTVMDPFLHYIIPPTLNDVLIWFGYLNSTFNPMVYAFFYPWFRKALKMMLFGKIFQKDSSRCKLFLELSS
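Benchmarks: low control DMSO, high control PEA (EC100); System: CHO RD-HGA16 cells carrying human TAAR1 plus Gα16; Detection: Fluo-8 fluorescence, 5 s baseline then 140 s kinetic read; Schedule: 17-24 h plating, Fluo-8 75 min 37 °C, 30 min RT; Read-out basis: % activation from peak over basal fluorescence ratio, DMSO-to-PEA scaled.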
OXTR potentiate – potentiators of human oxytocin receptor; P30559; CHO-OTR cells, Fluo-8 calcium fluorescence, potentiator mode; 0% = oxytocin EC15, 100% = EC100; activation, % at 3 µM; AID 2445; 320,000 tested, 0.061% active;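 active = activation above that plate's cutoff, the mean activation of tested compounds plus 3 SD, cut at about 6.6% in these data, passing the limit was not always enough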;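 also: 100% uses oxytocin at 75 nM as the full agonist control; some results filed as inactive read as strong as hits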
Target sequence (P30559 whole entry, looked up): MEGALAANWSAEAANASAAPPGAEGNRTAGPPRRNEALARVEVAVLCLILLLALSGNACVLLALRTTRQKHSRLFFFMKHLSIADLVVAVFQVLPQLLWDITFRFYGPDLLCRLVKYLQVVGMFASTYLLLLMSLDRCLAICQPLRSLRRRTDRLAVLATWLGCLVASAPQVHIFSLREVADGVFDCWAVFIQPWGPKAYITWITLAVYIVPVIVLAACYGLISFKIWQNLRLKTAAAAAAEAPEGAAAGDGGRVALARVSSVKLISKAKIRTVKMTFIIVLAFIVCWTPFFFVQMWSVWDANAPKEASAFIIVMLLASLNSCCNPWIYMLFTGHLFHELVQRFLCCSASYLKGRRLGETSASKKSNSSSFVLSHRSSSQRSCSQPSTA
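Assay system: CHO cell line stably expressing human OTR. Reagent: EC15 oxytocin agonist. Dosing: single dose, 3.0 µM nominal final compound concentration. Timing: compound 6 min at room temperature before oxytocin, 100 s read. Signal: kinetic Fluo-8 calcium fluorescence. Controls: oxytocin EC15 low and EC100 high.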
CHRM1 agonist – human M1 muscarinic receptor agonism; P11229; CHO-K1 hM1, Fluo-8 calcium fluorescence, agonist mode; 0% DMSO, 100% acetylcholine EC100; activation, % at 3 µM; 360,000 tested, 0.33% active;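 active = activation above the run's mean compound activation plus 3 SD, cut at about 16% in these data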;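 also: peak over basal fluorescence ratio within a 140 s kinetic read after compound addition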
M1 ag parental – counter-screen for M1 agonists: effect in parental CHO-K1 cells; Fluo-8 calcium fluorescence; scaled to maximal ATP response, vehicle zero; activation, % at 3 µM; AID 602248; 360,000 tested, 0.48% active; in the data active = activation above about 15%;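 also: untransfected CHO-K1 host cells lacking M1 receptor as counterscreen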
CHO parental Ca – counter-screen for OX1R antagonists: effect in parental CHO cells; parental CHO-K1, ATP-induced calcium, Fluo-8 fluorescence; inhibition, % at 5.6 µM; 330,000 tested, 0.63% active;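 active = inhibition above that plate's mean sample inhibition plus 3 SD, cut at about 26% in these data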;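 also: 0% = ATP-challenged DMSO wells and 100% = DMSO wells without ATP; some compounds past the cut are filed as inactive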
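test system = CHO parental line | reagent = ATP stimulus | measured by = intracellular calcium via Fluo-8 no-wash fluorescent dye | control set = ATP and no-ATP DMSO wells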
M1 PAM parental – counter-screen for M1 PAMs: effect in parental CHO-K1 cells | 360,000 tested, 0.02% active | activation, % at 3 µM | ATP EC20, Fluo-8 calcium fluorescence; 0% at ATP EC20, 100% at ATP max;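 active = activation above the run cutoff, the mean activation of all test compounds plus 3 SD, cut at about 40% in these data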;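 also: peak over basal fluorescence ratio in a 140 s read after ATP addition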
TAAR1 antagonist – antagonists of human TAAR1; Q96RJ0; CHO RD-HGA16 TAAR1, Fluo-8 calcium fluorescence, antagonist; inhibition, % at 3 µM; 360,000 tested, 1.5% active; AID 624466;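 active = inhibition above a per-plate cutoff, the mean inhibition of test compounds on that plate plus 3 SD, cut at about 49% in these data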;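 also: 0% = DMSO plus EC80 beta-PEA response and 100% = DMSO alone without agonist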
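Test system – hTAAR1-expressing CHO RD-HGA16 cells, Gα16-coupled · Reagent – β-PEA at EC80 concentration, post-compound challenge · Compound dosing – 3 µM, single point · Timing – 140 s kinetic read after compound, 140 s after agonist · Detection – Fluo-8 intracellular calcium dye fluorescence, real-time kinetic reads · Control set – DMSO and EC80 PEA controls · Repeats – n of 1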
CHRM1 antagonist – blocks human M1 muscarinic receptor; CHO-K1 hM1, Fluo-8 calcium fluorescence, ACh EC80 antagonist; inhibition, % at 3 µM; 360,000 tested, 1.3% active; AID 588852;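 active = percent inhibition above its own plate's cutoff, namely the mean of that plate's compound wells plus 3 SD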;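 also: peak over basal fluorescence ratio during 140 s after agonist addition; 0% = ACh EC80 plus DMSO and 100% = DMSO alone without agonist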
Numbers without * were called inactive; . = no result given.

item	Molecule	CHO-K1 Ca antag	TAAR1 ag	OXTR potentiate	CHRM1 agonist	M1 ag parental	CHO parental Ca	M1 PAM parental	TAAR1 antagonist	CHRM1 antagonist
1	c1ccc(CC2CCN(C(c3cccs3)c3nnnn3C3CCCC3)CC2)cc1 (configuration not stated)	-3	0	-4	-2	-0.2	-12	-3	-15	0
2	Cc1cccc(C(=O)NC(=S)NNC(=O)COc2c(C)cccc2C)c1	10	126*	-9	12	2.8	1	-3	90*	5
3	COc1ccc(-c2cc(=O)n(-c3ccc([N+](=O)[O-])cc3)[nH]2)cc1	-6	1	-4	0	3.4	4	17	0	-5
4	CCC1CCCCN1CC(O)COCc1cccc(OC)c1 (configuration not stated)	-10	4	1	-11	0.2	-17	-1	0	6
5	COc1cc(NC(=O)[C@H]2O[C@@H](n3cnc4c(N)ncnc43)[C@H](O)[C@@H]2O)cc(OC)c1OC	-12	1	.	2	0.5	.	-2	2	-21
6	CN(C)Cc1csc(NC(=O)Nc2cccc(Cl)c2)n1	4	4	.	1	1.7	.	-9	19	-4
7	Cc1cnc(C(=O)OCC(=O)Nc2cccc3ccccc23)cn1	-14	0	0	-3	0.5	-2	16	6	-3
8	CN(C)/C=C/C(=C\C(=O)C(F)(F)F)Nc1ccc(C(F)(F)F)cc1	-8	-1	-17	-5	-0.4	4	8	-5	-9
9	CNC(=O)c1[nH]cnc1C(=O)Nc1ccccc1OC	5	13	-8	-1	1.6	-6	2	-1	4
10	c1ccc(CN2CCN(CCOCCOc3ccc4c(c3)CCC4)CC2)cc1	-11	6	-8	-3	13	1	4	-23	29*
11	COc1ccc(NC(C)=O)cc1NC(=O)CSc1nnc(-c2ccncc2)n1C	-6	2	4	-1	0.6	-10	13	0	-10
12	COc1ccc(Br)c(C(=O)OCC(=O)NC(=O)NC2CCCC2)c1	-15	8	1	-2	0.2	-18	16	-12	2
13	O=c1cc(O)c2c(=O)n(C3CCCCC3)c3ccccc3c2o1	-1	4	0	-3	0.0	-15	12	2	-7
14	COc1ccc(/C=N/NC(=O)CCc2n[nH]c(=O)[nH]c2=O)cc1OC	1	7	-6	-5	0.5	-5	6	-14	-6
15	NCCCC[C@H]1CN=C(N)N1CCCCC1CCCCC1	-4	5	-4	-14	0.1	-5	-4	-1	18

A second format for 5 compounds above:
9: CNC(=O)c1[nH]cnc1C(=O)Nc1ccccc1OC
8: CN(C)/C=C/C(=C\C(=O)C(F)(F)F)Nc1ccc(C(F)(F)F)cc1
11: COc1ccc(NC(C)=O)cc1NC(=O)CSc1nnc(-c2ccncc2)n1C
7: Cc1cnc(C(=O)OCC(=O)Nc2cccc3ccccc23)cn1
12: COc1ccc(Br)c(C(=O)OCC(=O)NC(=O)NC2CCCC2)c1

| entry no. | 9 | 8 | 11 | 7 | 12 |
| --- | --- | --- | --- | --- | --- |
| CHO-K1 Ca antag | 5 | -8 | -6 | -14 | -15 |
| TAAR1 ag | 13 | -1 | 2 | 0 | 8 |
| OXTR potentiate | -8 | -17 | 4 | 0 | 1 |
| CHRM1 agonist | -1 | -5 | -1 | -3 | -2 |
| M1 ag parental | 1.6 | -0.4 | 0.6 | 0.5 | 0.2 |
| CHO parental Ca | -6 | 4 | -10 | -2 | -18 |
| M1 PAM parental | 2 | 8 | 13 | 16 | 16 |
| TAAR1 antagonist | -1 | -5 | 0 | 6 | -12 |
| CHRM1 antagonist | 4 | -9 | -10 | -3 | 2 |

(further entries)
item	Molecule	CHO-K1 Ca antag	TAAR1 ag	OXTR potentiate	CHRM1 agonist	M1 ag parental	CHO parental Ca	M1 PAM parental	TAAR1 antagonist	CHRM1 antagonist
16	Nc1ccc(-c2c3ccccc3nc3ccccc23)cc1	2	5	.	-10	-0.6	.	-11	7	-4
17	COc1ccc(-n2nc(C(=O)NCC(=O)Nc3cc(OC)c(OC)c(OC)c3)c3ccccc3c2=O)cc1	2	18	-1	-2	5.8	-11	-14	58*	27*
18	CCOC(=O)c1sc(=S)n(-c2ccccc2)c1N(C(C)=O)C(C)=O	0	8	-3	-10	0.1	7	5	17	-2
19	Cc1ccc(C)c(NC(=O)C2CCCN2/C=C/C(=O)C(F)(F)F)c1 (configuration not stated)	26*	0	-1	-3	-0.3	-9	-6	-11	4
20	Cc1ccc(/C=N/NC(=O)c2ccc(-n3cccc3)cc2)o1	-3	-1	.	-1	0.2	.	17	8	-3
21	O=C(Nc1ccc2c(c1)OCCO2)C(c1ccc(F)cc1)N1CCCCC1 (configuration not stated)	-14	12	-19	-4	0.1	-31	-10	-17	6
22	S=C(Nc1ccccc1)N1CCC(Cc2ccccc2)CC1	-6	0	-7	-2	2.0	-11	7	-5	-1
23	O=C(NC1CCCCC1)c1ccc2[nH]c(=O)c(=O)[nH]c2c1	7	2	-3	3	12	-17	-5	-15	-1
24	CCOc1ccccc1CNC(=O)Cn1ccc2cc(S(=O)(=O)N3CCCCCC3)ccc21	-2	5	-4	0	3.1	-26	-9	7	15
25	Cc1ccccc1NC(=O)CCc1nnc2ccc(N3CCC4(CC3)OCCO4)nn12	-19	1	-14	-2	1.6	-9	11	-3	-4
26	COc1ccccc1NC(=O)C(C)NC(c1ccccc1)c1ccccc1 (configuration not stated)	-15	2	-7	-2	-0.7	-30	25	7	-11
27	CSc1ccc(/C=C/C(=O)OCC(=O)NCC2CCCO2)cc1 (configuration not stated)	-1	1	-5	-2	2.2	-2	18	-2	-10
28	COc1ccc(S(=O)(=O)Nc2ccc3c(c2)C(=O)N([C@H](C)CO)C[C@H](C)[C@@H](CN(C)S(=O)(=O)c2ccc(OC)cc2)O3)cc1	-1	12	.	-7	0.1	.	14	1	-20
29	C(=C\c1ccccc1)/C=N/N1CCN(c2ccccn2)CC1	-23	6	-2	-3	1.0	-25	15	-10	-6
30	C/C=C/c1ccc(OCC(=O)Nc2ccc(OC)c(OC)c2)c(OC)c1	-2	0	-6	-4	7.2	-29	9	1	-10

Pulled by compound from above (4):
item	Molecule	CHO-K1 Ca antag	TAAR1 ag	OXTR potentiate	CHRM1 agonist	M1 ag parental	CHO parental Ca	M1 PAM parental	TAAR1 antagonist	CHRM1 antagonist
20	Cc1ccc(/C=N/NC(=O)c2ccc(-n3cccc3)cc2)o1	-3	-1	.	-1	0.2	.	17	8	-3
15	NCCCC[C@H]1CN=C(N)N1CCCCC1CCCCC1	-4	5	-4	-14	0.1	-5	-4	-1	18
11	COc1ccc(NC(C)=O)cc1NC(=O)CSc1nnc(-c2ccncc2)n1C	-6	2	4	-1	0.6	-10	13	0	-10
17	COc1ccc(-n2nc(C(=O)NCC(=O)Nc3cc(OC)c(OC)c(OC)c3)c3ccccc3c2=O)cc1	2	18	-1	-2	5.8	-11	-14	58*	27*

The list continues:
item	Molecule	CHO-K1 Ca antag	TAAR1 ag	OXTR potentiate	CHRM1 agonist	M1 ag parental	CHO parental Ca	M1 PAM parental	TAAR1 antagonist	CHRM1 antagonist
31	O=C(Nc1cccnc1)c1ccc([N+](=O)[O-])s1	-12	4	-4	-1	2.2	-15	10	3	-10
32	COC(CNC(=O)c1ccc2c(c1)ncn2-c1ccc(F)cc1F)OC	-7	7	-8	-4	0.5	4	16	6	-1
33	CCSc1nnc(NC(=O)C2CCN(C(=O)c3ccc(F)cc3)CC2)s1	-5	2	-4	0	0.8	-17	17	-3	-6
34	COC(=O)/C(C#N)=C/c1c(N2CCN(c3ccc(OC)cc3)CC2)nc2c(C)cccn2c1=O	-11	-1	-14	-6	1.6	-14	4	28	-7
35	CC(=O)c1ccc2c(c1)Cc1cc(C(C)=O)ccc1-2	1	-1	-5	-1	1.1	3	23	-5	-9
36	Cc1ccc(C(=O)C(C)OC(=O)CN2C(=O)NC3(CCCC3)C2=O)cc1 (configuration not stated)	3	0	-2	-2	4.5	-12	-1	-15	20
37	O=C(CSc1nnc(SCc2cccc3ccccc23)s1)Nc1ccc(C(=O)O)cc1	-2	1	-17	-8	1.1	1	15	16	2
38	CCOC(=O)C1=C(C)N(CCCC(=O)O)C(=O)NC1c1ccc(Br)cc1 (configuration not stated)	.	0	-14	.	.	2	.	-4	.
39	Cc1ccc(C(C)C)c(OCCOCCN2CCNCC2)c1	-1	6	2	-7	1.0	-8	9	-19	-8
40	COc1cccc(Oc2nc(-c3ccccc3O)nc3ccccc23)c1	-6	-2	-5	-2	0.2	-2	4	-7	-8
41	COc1ccc(NC(=O)CCS(=O)(=O)c2ccc3c(c2)oc(=O)n3C)cc1OC	-5	1	-4	-1	0.5	-11	3	3	-10
42	Cc1ccccc1N1C(=O)C(Cc2ccc(F)cc2)S/C1=C(\C#N)C(N)=O (configuration not stated)	-10	9	-10	5	6.8	-9	13	14	-3
43	O=C(CSc1ccc(-c2cccnc2)nn1)Nc1ccccc1C(F)(F)F	4	3	-3	-2	0.7	-10	11	-27	-6
44	O=C1CCC([N+](=O)[O-])C(c2ccccc2Cl)N1 (configuration not stated)	-13	3	0	-2	0.3	-1	16	16	-14
45	CSc1ncnc2c1ncn2CCCNCCCc1ccccc1	2	4	.	-10	-0.3	.	-1	-17	3
46	COc1cc(C(=O)NCc2cn3ccccc3n2)cc(OC)c1OC	-17	6	-3	2	1.0	-1	23	-5	-18
47	CC(=O)N(CCCCl)C(C#N)c1ccccc1 (configuration not stated)	-11	8	-1	51*	0.5	-5	13	-3	25
48	Cc1ccc(N=Cc2c(O)c3ccccc3oc2=O)cc1F	1	1	-9	0	0.6	-3	9	5	-16
49	COC(=O)c1ccc(COC(=O)c2ccc(SC)cc2OC)cc1	11	2	-2	-9	20*	-20	12	12	-4
